Bioassay records (PubChem)
BCR signal inh: inhibitors of chronic active B-cell receptor signaling | 340,000 tested, 0.05% active | Potency, µM (series often up to 46.1 µM), for inactives: at the highest dose ratio change, negative = lower green/red ratio, most hits filed as inhibitors | ABC-DLBCL IkBa-CBG/CBR reporter, luminescence ratio, 4 h; active = well fitted inhibition curve with a large enough effect in the signal ratio, with a control signal flat, not every such curve was filed as active; inconclusive = small, poorly fitted or top-dose-only effect, or effect the other way, or a change in a side signal; the % refers to the signal ratio;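 note: potency is the fitted concentration of half-maximal effect; plate controls were basal doxycycline-induced cells for no effect and cells given 10 µM MG132 for full effect; MG132 reads +100%, hits lower the ratio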
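Cell line TMD8 (human ABC DLBCL), stably expressing tet-inducible CBG68-IkBa fusion and CBR; IMDM/0.5% FBS; cpd up to 46 uM; dox induction, 4 h, 37C/5% CO2; dual luminescence; green/red ratio; MG132 control.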
Eya2 phos inh: Eya2 (human) phosphatase inhibition. recombinant Eya2, OMFP fluorescence dephosphorylation (OMFP is methylfluorescein phosphate). O00167. 330,000 tested, 0.006% active. Potency, µM (top dose mostly 76.9 µM), for inactives: at the highest dose activity, negative = inhibition, most hits filed as inhibitors; note: potency is the fitted concentration of half-maximal effect; % is set by controls: 0 for no effect and ±100 for the full control effect
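Eya2 (0.2 uM) preincubated 10 min at ambient with compound, then OMFP substrate added at 50 uM; 10 min reaction in 50 mM HEPES pH 7.5, 50 mM NaCl, 5 uM MgCl2, 0.05% BSA, 1 mM DTT. Fluorescence read at Ex 485/Em 525 nm.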
S-ASM inh: inhibitors of human secretory acid sphingomyelinase; 340,000 tested, 0.006% active; Potency, µM (doses to about 57.5 µM), inactives show at the top dose activity change, negative = inhibition, actives largely listed as inhibitors; placental ASM, HMU-PC fluorogenic substrate, 60 min; AID 504937; note: potency is the fitted concentration of half-maximal effect
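Fluorescence read-out (Ex 386 nm, Em 447 nm) after stopping the reaction at pH 10. Enzyme: ASM from human placenta; substrate HMU-PC0, 9 uM final; 60 min, 37 °C. Compound preincubation 10 min, ambient temperature.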
Mito fusion act: blocks mitochondrial division or promotes mitochondrial fusion. S. cerevisiae fusion-defective mutant growth rescue, CellTiterGlo 48 h. Potency, µM (top dose mostly 46.1 µM), for the others: at the top dose growth rescue (activation), most hits filed as activators. 320,000 tested, 0.23% active. AID 485298;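 note: potency is the fitted concentration of half-maximal effect; % of control where 0% means no effect; nearly all actives have a fitted effect of over 45% in size; temperature-sensitive fusion mutants such as fzo1-1 at 37 °C on non-fermentable ethanol glycerol medium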
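Read-out: ATP-based luminescence (CellTiterGlo, 10 min ambient) reporting growth of fusion-defective ts yeast after 48 hours at 37C on glycerol/ethanol YPEG medium in the presence of compound.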
TSHR antag: blocks TSH signaling through the human TSH receptor | P16473 | TSHR-expressing cells, TSH-stimulated cAMP HTRF, 2 h; active compounds read low | activity change, negative = inhibition, % at 11.5 µM | 330,000 tested, 0.2% active;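 active = activity change below a set negative limit, meaning inhibition stronger than a set level, cut at about -70% in these data; inconclusive = activity change between two set negative limits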; note: % is set by controls: 0 for no effect and ±100 for the full control effect
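TSHR-expressing cells, 200/well, pre-treated with compound, then stimulated with EC80 TSH (4nM final) for 2 hours at 37 deg C. cAMP measured by competitive HTRF: anti-cAMP cryptate antibody in lysis buffer plus cAMP-d2, read after 30 minutes at room temperature.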
hERG WT inh: blocks the wildtype human KCNH2 potassium channel; U2OS, BacMam KCNH2, thallium flux FluxOr; active compounds read low; activity change, % at 1.84 µM; 340,000 tested, 0.37% active;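 active = maximum activity change below -70%; inconclusive = maximum activity change between -70% and -50%; inactive = maximum activity change above -50%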; note: % is set by controls: 0 for no effect and ±100 for the full control effect
Target sequence (Q12809 whole entry, looked up): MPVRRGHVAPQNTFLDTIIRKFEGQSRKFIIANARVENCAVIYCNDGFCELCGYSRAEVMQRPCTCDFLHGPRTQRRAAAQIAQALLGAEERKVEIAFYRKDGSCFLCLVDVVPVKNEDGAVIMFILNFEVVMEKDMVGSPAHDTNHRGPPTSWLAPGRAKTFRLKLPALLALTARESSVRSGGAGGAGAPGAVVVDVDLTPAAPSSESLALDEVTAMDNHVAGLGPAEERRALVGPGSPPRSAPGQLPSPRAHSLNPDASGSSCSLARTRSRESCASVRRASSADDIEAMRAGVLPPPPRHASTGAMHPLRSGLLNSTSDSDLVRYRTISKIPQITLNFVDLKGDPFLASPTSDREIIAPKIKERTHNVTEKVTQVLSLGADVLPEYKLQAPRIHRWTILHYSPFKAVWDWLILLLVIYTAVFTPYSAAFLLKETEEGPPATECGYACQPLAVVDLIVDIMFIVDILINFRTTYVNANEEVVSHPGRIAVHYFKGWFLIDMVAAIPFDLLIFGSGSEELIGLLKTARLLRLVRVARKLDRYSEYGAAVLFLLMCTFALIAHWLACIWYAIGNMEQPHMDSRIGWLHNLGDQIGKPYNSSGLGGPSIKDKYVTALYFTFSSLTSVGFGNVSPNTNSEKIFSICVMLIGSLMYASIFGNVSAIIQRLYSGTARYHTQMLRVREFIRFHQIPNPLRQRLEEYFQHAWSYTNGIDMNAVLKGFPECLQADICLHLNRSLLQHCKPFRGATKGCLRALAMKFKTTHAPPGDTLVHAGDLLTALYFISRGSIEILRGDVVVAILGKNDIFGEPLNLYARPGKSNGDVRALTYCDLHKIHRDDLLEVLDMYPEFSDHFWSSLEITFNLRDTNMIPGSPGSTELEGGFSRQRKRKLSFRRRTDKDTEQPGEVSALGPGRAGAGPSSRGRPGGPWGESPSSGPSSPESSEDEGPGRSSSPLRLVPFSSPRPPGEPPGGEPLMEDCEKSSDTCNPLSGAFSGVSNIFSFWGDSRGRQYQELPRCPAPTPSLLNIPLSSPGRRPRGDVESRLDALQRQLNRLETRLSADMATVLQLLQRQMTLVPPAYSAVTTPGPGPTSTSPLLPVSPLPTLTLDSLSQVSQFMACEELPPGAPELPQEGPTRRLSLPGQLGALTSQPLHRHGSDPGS
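U2OS cells were transduced with wild-type KCNH2 virus (2.03 x 10^8 / mL) for 4 h at room temperature, then cultured overnight at 37 C. Thallium flux was read with FluxOr dye. Rate constants were normalized to DMSO controls.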
USP2a block: USP2a (human) protease inhibition; USP2 core, Ub-CHOP2 coupled fluorogenic reporter, 485/531; 330,000 tested, 0.01% active; Potency, µM (top dose mostly 38.3 µM), for inactives: top-dose activity change, negative = inhibition, actives largely listed as inhibitors; O75604;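 note: potency is the fitted concentration of half-maximal effect; plate controls were DMSO wells for no effect and full inhibition by NEM control for full effect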
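Cell-free coupled assay: 10nM USP2 core preincubated 30min RT with compound in Tris-HCl pH 8.0/CaCl2/CHAPS buffer, then 25nM Ub-CHOP2 and 25nM reporter substrate; fluorescence (Ex 485/Em 531) read after 60min RT, normalized to NEM inhibition, concentration-response curves fitted.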
PKM2 activator: activators of human pyruvate kinase M2; P14618; purified PKM2, Kinase-Glo ATP luminescence, activation; response scale: 0% is enzyme alone, no compound; Potency, µM (doses to about 57.5 µM), without a hit: at the highest dose activation, actives largely listed as activators; 260,000 tested, 0.34% active; note: potency is the fitted concentration of half-maximal effect; % is set by controls: 0 for no effect and ±100 for the full control effect; nearly all actives have a fitted effect of over 55% in size
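Kinase-Glo luminescence reports ATP generated from ADP (0.1 mM) and PEP (0.5 mM) by purified hPK-M2 after 1 h at room temperature, pH 7.2 imidazole buffer; intermediate enzyme activity allows detecting inhibitors and activators.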
MBNL1 CUG block: inhibitors of human MBNL1 binding to CUG repeat RNA | 280,000 tested, 0.036% active | Potency, µM (top dose mostly 57.5 µM), for the others: top-dose activity change, negative = inhibition, usual class: inhibitors | AID 2675 | TR-FRET MBNL1-His/biotin-(CUG)12 binding, 665/545 ratio | Q9NR56; active = well fitted inhibition curve with a large enough effect in the signal ratio, with a control signal flat, not every such curve was filed as active; inconclusive = small, poorly fitted or top-dose-only effect, or effect the other way, or a change in a side signal; inactive = no such curve, though single readings can be large or run the other way; the % refers to the signal ratio; note: potency is the fitted concentration of half-maximal effect; % is set by controls: 0 for no effect and ±100 for the full control effect
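MBNL1-His + Biotin-(CUG)12, cpd titration 92 nM–58 uM; Tb anti-His Ab 0.055 ng/ul, SA-XL665 5 nM (final); 60 min RT; ratiometric 665/545 nm, Ex 340 nm; normalized to buffer and full-complex controls.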
Menin-MLL TR inh: menin-MLL binding inhibition, Texas Red mutant peptide | Potency, µM (top dose mostly 61.6 µM), for the others: at the highest dose FP activity change, negative = inhibition, usual class: inhibitors | 270,000 tested, 0.23% active | AID 1768 | O00255 | Menin + Texas Red MLL mutant peptide, fluorescence polarization; active = well fitted inhibition curve with a large enough effect in the polarisation, with a control signal flat, not every such curve was filed as active; inconclusive = small, poorly fitted or top-dose-only effect, or effect the other way, or a change in a side signal; inactive = no such curve, though single readings can be large or run the other way; the % refers to the polarisation; note: potency is the fitted concentration of half-maximal effect; % of control where 0% means no effect; many of its hits are not listed in these tables
GALK inhibitor: galactokinase (human) inhibition; Purified GALK, Kinase-Glo residual ATP luminescence; AID 1868; 270,000 tested, 0.007% active; P51570; Potency, µM (highest dose often 57.5 µM), without a hit: at the top dose activity change, negative = inhibition, hits mostly inhibitors; note: potency is the fitted concentration of half-maximal effect; % is set by controls: 0 for no effect and ±100 for the full control effect
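Galactose (100 uM) and ATP (35 uM) were turned over by 5 nM GALK for 1 h at RT. Kinase-Glo Plus then converted the remaining ATP into a luminescent signal.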
The depositor's hits bear a star; ? = inconclusive; · = not tested or not shown. Unless noted, calls come from the whole dose curve; as a rule, active = well fitted curve in the direction sought with a large enough effect; inconclusive = small, poorly fitted or top-dose-only effect, or another doubt; inactive = no such curve, though single readings can be large; an effect the other way counts as inactive or inconclusive.

SMILES	BCR signal inh	Eya2 phos inh	S-ASM inh	Mito fusion act	TSHR antag	hERG WT inh	USP2a block	PKM2 activator	MBNL1 CUG block	Menin-MLL TR inh	GALK inhibitor
Cc1cccc(CSc2ncc(CO)n2C)c1	0%	0%	6%	-2%	-3	-6	0%	1%	-5%	?	-1%
CCNC(=S)N1CCN(CC(=O)Nc2ccc(Br)cc2)CC1	?	-5%	2%	-3%	2	-2	5%	0%	-5%	0%	0%
CCN(C(=O)CN1C(=O)NC2(CCCc3ccccc32)C1=O)c1ccc(F)cc1 (stereo not drawn)	4%	-17%	3%	-5%	-2	6	-1%	·	·	·	·
CCCCCC/C=N/Nc1nnc(Cc2ccc(OC)c(OC)c2)c(=O)[nH]1	?	-11%	-8%	-5%	-9	1	3%	·	1%	?	-2%
CCOC(=O)c1cnc2nc(SC)nn2c1N	10%	4%	0%	-2%	4	-11	6%	-2%	·	-11%	11%
O=C(CCNS(=O)(=O)c1ccccc1C(F)(F)F)N1CCN(S(=O)(=O)c2cccc(Cl)c2)CC1	-9%	-12%	·	-8%	1	-2	2%	·	·	·	·
Cc1cc(C(=O)CN2C(=O)NC(CC(C)C)C2=O)c(C)n1C1CC1 (stereo not drawn)	0%	-11%	-1%	·	-11	-4	1%	·	·	·	·
O=C(CCCOc1cccc(Br)c1)NC1CCC(O)CC1 (stereo not drawn)	?	-15%	0%	0%	3	-5	-1%	0%	0%	·	-9%
COC(=O)C1=C(C)N(CCc2ccc(OC)c(OC)c2)C(=O)/C1=C\N(C)C	0%	-2%	-1%	0%	8	7	0%	3%	3%	2%	0%
CCN1CCN(C(C)CCc2ccccc2)CC1 (stereo not drawn)	1%	?	-1%	4%	1	6	-1%	-1%	10%	-21%	-1%
O=C(Oc1ccc(/C=N/Nc2nc(N3CCCCC3)nc(N3CCCCC3)n2)cc1)c1ccco1	-4%	-10%	-4%	-11%	7	-6	3%	-10%	-9%	1%	5%
CCC(=O)Nc1ccc(C(=O)COC(=O)C(CCSC)NC(=O)COc2ccccc2)cc1 (stereo not drawn)	?	26%	0%	4%	-7	-18	3%	·	·	·	·
CC(=O)c1cccc(NC(=O)/C(=C\c2ccco2)NC(=O)c2ccco2)c1	-1%	-1%	2%	-3%	3	-11	3%	·	?	·	-2%
COc1ccc(CC(=O)N2CCN(c3ccccc3OC)CC2)cc1	4%	10%	0%	-2%	-1	-6	-1%	·	1%	-8%	-1%
CO[C@H]1CC[C@@]2(C)[C@@H](CC[C@@H]3[C@@H]2CC[C@@]2(C)[C@H]3C[C@H](C(=O)N[C@@H](CCCN=C(N)N)C(=O)NCC(=O)N[C@@H](CC(=O)O)C(N)=O)O[C@]23CCCO3)C1	9%	-7%	9%	·	-3	2	0%	·	·	·	·
Cn1ncc(S(=O)(=O)Cc2ccccc2)c(Cl)c1=O	9%	2%	3%	-3%	8	-6	0%	15%	·	·	2%
CCOc1ccccc1N(CC(=O)Nc1ccccc1C(=O)OC)S(C)(=O)=O	-3%	-8%	-2%	-3%	-2	1	0%	-4%	-4%	0%	3%
COc1ccc(S(=O)(=O)N(C)CC(=O)Nc2ccccc2C(F)(F)F)cc1	?	8%	-5%	7%	5	34	1%	-15%	-5%	-3%	0%
COc1ccc(C2/C=C\CN(C(=O)c3ccc(C)cc3)CC(=O)N2Cc2ccc(F)cc2)cc1 (stereo not drawn)	3%	-2%	-14%	-14%	-4	3	5%	0%	-3%	-3%	2%
c1ccc(-c2nnc3ccc(N4CCC5(CC4)OCCO5)nn23)cc1	?	9%	-5%	3%	-7	33	-1%	9%	15%	-21%	-1%
Cc1ccc(NC(=O)CSCC(=O)N(C)CC(=O)Nc2cccc3ccccc23)cc1	5%	-36%	1%	-3%	9	-8	-1%	·	·	·	·
CC(C)CC(=O)c1c[nH]c(C(=O)NCCCn2ccnc2)c1	-4%	-7%	-1%	0%	0	-10	0%	-13%	-6%	0%	-3%
Cc1cccn2c(=O)c3cc(C(=O)NC4CCCC4)c(=N)n(CC4CCCO4)c3nc12 (stereo not drawn)	-1%	7%	·	-1%	2	-39	3%	4%	?	10%	0%
CCc1c(C(=O)OCc2ccccc2)[nH]c(C)c1C	?	-18%	-5%	-1%	-9	-5	-1%	0%	0%	·	0%
CC(=O)N=C(N)Sc1nc2ccccc2[nH]1	-16%	-1%	2%	2%	-10	4	0%	-5%	-9%	-10%	0%
CCn1nc(NS(=O)(=O)c2ccc(NC(C)=O)cc2)c2cc3ccc(C)cc3nc21	10%	9%	3%	-3%	11	-13	-1%	·	?	·	-5%
CC(=O)Oc1c(-c2ccco2)oc2ccccc2c1=O	?	10%	10%	2%	2	-2	3%	-25%	15%	-21%	11%
CCOC(=O)N1CCC(NC(=O)CCC(=O)c2ccccc2)CC1	2%	-8%	2%	-6%	-7	-15	2%	1%	2%	10%	0%
CCc1nn(-c2cc(Cl)ccc2OC)c2c1C(=O)CCC2	-7%	-10%	0%	0%	-4	1	3%	3%	-5%	-8%	0%
Cn1c(CN2CCCCC2)nc2cc(NC(=O)c3ccc(F)cc3)ccc21	?	2%	10%	-2%	-6	33	-6%	15%	-3%	3%	3%
CCOC(=O)c1ccc(Nc2nc(C)cc(=O)[nH]2)cc1	-11%	-4%	0%	0%	-2	8	0%	-3%	-2%	7%	1%
O=C(Nc1c[nH]c(=O)[nH]c1=O)c1ccc([N+](=O)[O-])cc1	-3%	-18%	0%	2%	2	-9	-1%	0%	?	19%	6%
COc1ccc(CCC(=O)NNC(=O)c2cc(Cl)ccc2OC)cc1OC	0%	-1%	0%	4%	-3	4	2%	2%	-4%	14%	-2%
O=C(c1cn(-c2ccccc2)nc1-c1cccs1)N1CCN(c2ccccc2)CC1	-5%	0%	-14%	8%	-12	-9	1%	4%	-6%	10%	3%
O=C1OCC2=C1C(c1ccc(F)cc1)c1cc3c(cc1N2)OCO3 (stereo not drawn)	?	19%	13%	-3%	-3	-3	0%	0%	12%	0%	13%
Cc1ccc(-c2csc3nc(C(C)C)oc(=O)c23)c(C)c1	18%	-21%	1%	-2%	4	15	2%	21%	·	·	-4%
CCc1c(C)nc2c(-c3ccccc3)c[nH]n2c1=O	-3%	-2%	3%	-1%	-2	11	2%	5%	-1%	1%	-1%
CN(Cc1ccccc1)S(=O)(=O)c1ccc(Cl)c(C(=O)NCc2ccc3c(c2)OCO3)c1	?	-3%	-3%	3%	-21	3	-2%	3%	·	0%	-3%
O=C1Nc2ccccc2/C1=N\c1sc2c(c1C(=O)Nc1ccccc1)CCCC2	?	6%	-2%	-2%	-5	-1	2%	4%	?	-6%	0%
CCN1C(=O)c2ccccc2Sc2ccc(C(=O)NC(C)C)cc21	0%	-5%	1%	8%	2	0	0%	·	-1%	-2%	·
Cc1cccc(OC(=O)c2ccc3nccnc3c2)c1	-6%	7%	0%	1%	-5	-6	-3%	0%	?	8%	0%
COc1ccc(NC(=S)NNC(=O)Cn2nc(C(F)F)cc2C(F)F)cc1	2%	-1%	0%	-2%	17	-4	4%	-5%	-2%	-3%	1%
Cc1[nH]c(C)c(S(=O)(=O)NCc2ccco2)c1C(=O)N1CCCCC1	4%	4%	3%	-6%	-4	0	-2%	·	-1%	-8%	0%
OC1(Cc2ccn[nH]2)CCCCC1	0%	12%	-1%	-1%	-13	2	3%	1%	2%	1%	2%

Fetched by compound from above:
SMILES	BCR signal inh	Eya2 phos inh	S-ASM inh	Mito fusion act	TSHR antag	hERG WT inh	USP2a block	PKM2 activator	MBNL1 CUG block	Menin-MLL TR inh	GALK inhibitor
O=C(Nc1c[nH]c(=O)[nH]c1=O)c1ccc([N+](=O)[O-])cc1	-3%	-18%	0%	2%	2	-9	-1%	0%	?	19%	6%
COc1ccc(NC(=S)NNC(=O)Cn2nc(C(F)F)cc2C(F)F)cc1	2%	-1%	0%	-2%	17	-4	4%	-5%	-2%	-3%	1%

Some of the compounds tested; rates above refer to the full screens.
